Assay outcomes from PubChem BioAssay.
IDE exosite FP: displaces the probe from the exo-site of human IDE; P14735; purified IDE, FL-6b probe fluorescence polarization; hits give low values; z-score at 20 µM; 17,000 compounds, 6.3% hits;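 active = z-score of -3 or lower, meaning strong loss of probe binding signal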;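 also: His-tagged human IDE residues 42-1019 made in E. coli with 30 nM FL-6b probe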
Target sequence (P14735 42-1019 limits assumed): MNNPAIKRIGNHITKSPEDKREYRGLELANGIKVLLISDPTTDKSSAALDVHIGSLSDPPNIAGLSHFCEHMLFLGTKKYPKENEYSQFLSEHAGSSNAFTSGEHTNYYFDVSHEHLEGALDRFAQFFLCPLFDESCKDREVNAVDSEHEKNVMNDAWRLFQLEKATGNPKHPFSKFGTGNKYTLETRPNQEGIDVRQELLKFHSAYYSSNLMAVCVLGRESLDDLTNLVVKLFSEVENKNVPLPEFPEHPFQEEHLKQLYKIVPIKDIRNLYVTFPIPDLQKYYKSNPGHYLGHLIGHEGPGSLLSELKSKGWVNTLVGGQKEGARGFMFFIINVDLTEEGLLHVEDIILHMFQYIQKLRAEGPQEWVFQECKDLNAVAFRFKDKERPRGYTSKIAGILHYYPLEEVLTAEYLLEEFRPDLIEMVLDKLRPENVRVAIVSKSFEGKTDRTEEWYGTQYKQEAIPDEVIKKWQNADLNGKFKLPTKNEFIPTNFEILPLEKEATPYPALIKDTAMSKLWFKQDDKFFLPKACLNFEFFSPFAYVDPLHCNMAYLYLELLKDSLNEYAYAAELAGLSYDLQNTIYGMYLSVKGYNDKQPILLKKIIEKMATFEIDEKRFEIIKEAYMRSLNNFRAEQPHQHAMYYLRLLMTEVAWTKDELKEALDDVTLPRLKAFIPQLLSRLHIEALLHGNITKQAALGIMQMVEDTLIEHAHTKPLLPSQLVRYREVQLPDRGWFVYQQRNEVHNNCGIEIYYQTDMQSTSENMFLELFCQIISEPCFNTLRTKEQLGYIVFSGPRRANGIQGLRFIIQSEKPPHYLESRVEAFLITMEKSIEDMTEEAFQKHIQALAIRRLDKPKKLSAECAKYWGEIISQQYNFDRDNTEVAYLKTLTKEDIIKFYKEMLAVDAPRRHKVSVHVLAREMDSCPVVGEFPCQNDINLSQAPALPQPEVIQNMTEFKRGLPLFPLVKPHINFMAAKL
* marks the source's active call; other numbers are inactive results; & = joins results of further samples.

SMILES	IDE exosite FP
C/C=C/c1ccc(C2[C@@H]3CN(C(=O)CN4CCOCC4)C[C@H]2N3)cc1 (some centres not stated)	1.15&0.77
CC(=O)N1[C@@H](CO)[C@@H](c2ccc(-c3ccc(C#N)cc3)cc2)C12CN(C(=O)C1CC1)C2	0.787
C[C@H]1CN([C@@H](C)CO)C(=O)CCCn2nncc2CO[C@@H]1CN(C)C(=O)Nc1cccc(Oc2ccccn2)c1	-0.822
CN1C(=O)c2cc(NC(=O)Cc3cccs3)ccc2OC[C@H]2O[C@@H](CC(=O)NCCCN3CCOCC3)CC[C@H]21	0.0604
COCCNC(=O)C[C@@H]1CC[C@@H]2[C@H](COC[C@H](O)CN2S(=O)(=O)c2ccccc2F)O1	-0.71
Cn1cnc(S(=O)(=O)N2CCCCN3[C@@H](CO)[C@H](c4ccc(-c5ccccc5F)cc4)[C@@H]3C2)c1	0.109
O=C(Cc1ccccn1)N[C@H]1CC[C@H](CCNS(=O)(=O)c2cccc(F)c2)O[C@H]1CO	0.677
N#C[C@@H]1[C@H](c2ccc(C#Cc3ccccc3F)cc2)[C@@H](CO)N1C(=O)C1CC1	0.0819
CC(=O)N1[C@H](CO)[C@@H](c2ccccc2)[C@H]1CN(C(=O)NC(C)C)C1CCCC1	3.56
CCCC#Cc1ccc([C@H]2[C@@H](CO)N(C(=O)NC(C)C)[C@H]2CNC(C)=O)cc1	-0.7
O=C(CN1CCOCC1)N1CC[C@@H]2[C@H](CO)Nc3ccc(-c4ccccc4F)cc3[C@@H]21	-1.48
COc1ccc(NC(=O)N2C[C@@H]3N[C@H](C2)C3c2ccc(-c3ccncc3)cc2)cc1 (some centres not stated)	1.18
OC[C@@H]1Nc2ccc(C#Cc3ccc(F)cc3)cc2[C@@H]2[C@H]1CCN2Cc1ccc2c(c1)OCO2	1.19
C/C=C/c1ccc(C2[C@H]3CNC[C@@H]2N3Cc2cc(F)ccc2F)cc1 (some centres not stated)	0.547&-0.716
COCC(=O)N1CCCCN2[C@H](CO)[C@H](c3ccc(-c4ccc(OC)cc4)cc3)[C@@H]2C1	-0.475
Cc1cccc(-c2ccc([C@@H]3[C@@H](CO)N4CCCCN(Cc5ccncc5)C[C@@H]34)cc2)c1	-4.88*
O=C(NCCN1CCCC1)[C@@H]1[C@@H](CO)[C@@H]2Cn3c(cccc3=O)[C@@H]2N1Cc1ccccn1	0.756
CCN1CC(=O)N2[C@H](CO)[C@H](c3ccc(-c4ccccc4F)cc3)[C@@H]2C1	-0.0549
O=C(C[C@@H]1C=C[C@@H](NC(=O)Nc2cccc(F)c2)[C@H](CO)O1)NCC1CCCCC1	0.961
O=C(C1CCOCC1)N1CC(=O)N2[C@@H](CO)[C@@H](c3ccc(-c4ccccc4F)cc3)[C@@H]2C1	-2.37
CC(C)[C@@H]1CC=CC[C@H](C)Oc2ccccc2C(=O)N(C)[C@@H](Cc2ccccc2)C(=O)N1 (mixture of isomers)	0.755
O=C(Nc1cc(F)ccc1F)N1CC(=O)N2[C@H](CO)[C@@H](c3ccc(-c4cccnc4)cc3)[C@H]2C1	1.9
C[C@@H]1CCCCO[C@H](CN(C)Cc2ccncc2)[C@H](C)CN([C@@H](C)CO)C(=O)c2cc(NC(=O)Cc3ccccc3)ccc2O1	-0.0434
O=C1CN(S(=O)(=O)c2ccccc2)C[C@@H]2[C@H](c3ccc(C#Cc4ccccc4)cc3)[C@@H](CO)N12	2.97
Cc1noc(C)c1NC(=O)Nc1ccc2c(c1)C(=O)N(C)[C@H]1CC[C@@H](CC(=O)N[C@@H]3CCN(Cc4ccccc4)C3)O[C@H]1CO2	0.416
N#C[C@H]1[C@H](c2ccccc2)[C@@H](CO)N1C(=O)c1cc(Cl)cc(Cl)c1	0.00457
O=C([C@@H]1[C@@H](CO)[C@@H]2Cn3c(ccc(C4=CCCCC4)c3=O)[C@H]1N2)N1CCC(Cc2ccccc2)CC1	0.421
CO[C@H]1CN(C)C(=O)c2ccc(NS(C)(=O)=O)cc2OC[C@H](C)N(C(=O)CN(C)C)C[C@@H]1C	-0.704
CO[C@@H]1CC[C@H]2CCOc3ccc(C#N)cc3C(=O)N(C)C[C@H](c3ccccc3)CC(=O)N(C)C[C@H]1O2	0.508
N#Cc1ccc(-c2ccc([C@H]3[C@H](CO)N4CCCCN(S(=O)(=O)c5ccccc5)C[C@@H]34)cc2)cc1	2.12
O=C(C[C@H]1C=C[C@@H](NS(=O)(=O)c2ccccc2)[C@@H](CO)O1)NCCN1CCCCC1	2.33
Cc1ccccc1S(=O)(=O)N1C[C@@H](O)COC[C@@H]2O[C@@H](CC(=O)N3CCCCC3)CC[C@H]21	0.945
CCC(=O)N1[C@H](CO)[C@@H](c2ccccc2)[C@@H]1CN(CC)C(=O)c1ccc(F)cc1	1.04
CCCC#Cc1ccc([C@H]2[C@@H](CO)N3CCCCN(C(=O)NC4CCCC4)C[C@@H]23)cc1	-1.04
COc1ccc2c3c(n(C)c2c1)[C@@H](CO)N(C(=O)C1CC1)CC31CCN(Cc2cccc(F)c2)CC1	-1.29
COc1ccccc1S(=O)(=O)N1CC[C@@H]2[C@H](CO)Nc3ccc(-c4ccc(C#N)cc4)cc3[C@@H]21	0.343
OC[C@H]1[C@H](c2ccc(-c3ccc(F)cc3)cc2)[C@@H]2CN(Cc3cccnc3)CCCCN12	0.0191
Fc1ccccc1-c1ccc(C2[C@@H]3CN(Cc4ccccn4)C[C@H]2N3)cc1 (some centres not stated)	-1.37&-0.463
CN(C)CC(=O)N1[C@@H](C#N)[C@@H](c2ccc(-c3cccc(C(=O)N(C)C)c3)cc2)[C@@H]1CO	-0.035
CC(=O)NC[C@H]1[C@H](c2ccc(C3=CCCC3)cc2)[C@@H](CO)N1C(=O)NC(C)C	1.55
CCC(=O)N1CC(=O)N2[C@H](CO)[C@@H](c3ccc(C#Cc4cccnc4)cc3)[C@H]2C1	-0.414
CO[C@@H]1CN(C)C(=O)c2cc(NS(=O)(=O)c3cccc(Cl)c3)ccc2OC[C@@H](C)NC[C@@H]1C	-0.0121
CC(C)C#Cc1ccc([C@H]2[C@@H](C#N)N(C(=O)c3ccccn3)[C@H]2CO)cc1	3.65
CO[C@H](CN(C)Cc1ccc2c(c1)OCO2)[C@@H](C)CN(C(=O)Nc1ccc(F)cc1)[C@@H](C)CO	0.508
OC[C@H]1[C@H](c2ccc(C#Cc3ccccc3)cc2)[C@H]2CN(Cc3cncnc3)CCCCN21	-7.77*
COCC#Cc1ccc([C@H]2[C@H]3CN(C(=O)C4CC4)CC(=O)N3[C@H]2CO)cc1	0.414
Cc1ccc(-c2ccc([C@H]3[C@H](CO)N4C(=O)CN(C(=O)Nc5cccc(F)c5)C[C@@H]34)cc2)cc1	2.37
CS(=O)(=O)N1CC(=O)N2[C@H](CO)[C@H](c3ccc(C#Cc4ccccc4)cc3)[C@@H]2C1	-5.45*
Cc1noc(C)c1S(=O)(=O)N(C)C[C@H]1OCCCC[C@@H](C)Oc2ccc(NC(=O)CCC(F)(F)F)cc2C(=O)N([C@H](C)CO)C[C@@H]1C	-1.07
C[C@@H]1CN([C@H](C)CO)C(=O)c2cc(C#CC3(O)CCCC3)cnc2O[C@@H]1CN(C)S(=O)(=O)c1cccc(F)c1	-0.0982
N#C[C@@H]1[C@@H](c2ccc(-c3cncnc3)cc2)[C@H](CO)N1C(=O)C1CCOCC1	3.73
C/C=C/c1ccc([C@@H]2[C@@H](CO)N(C(C)=O)C23CN(C(=O)NC2CCCCC2)C3)cc1	-0.358
N#C[C@H]1[C@@H](c2ccc(C3=CCCC3)cc2)[C@@H](CO)N1C(=O)C1CCOCC1	2.04
O=S(=O)(Cc1ccccc1)N1CCCCN2[C@H](CO)[C@H](c3ccc(-c4ccc(F)cc4)cc3)[C@@H]2C1	2.4
C[C@@H](NC(=O)C[C@H]1CC[C@H]2[C@H](COc3ccc(NC(=O)C4CCOCC4)cc3C(=O)N2C)O1)c1ccccc1	-1.07
N#C[C@@H]1[C@H](c2ccccc2C2=CCCCC2)[C@@H](CO)N1C(=O)Cc1ccncc1	-0.52
COc1ccc2c3c(n(C)c2c1)[C@@H](CO)N(Cc1cc(F)ccc1F)CC31CN(C(=O)C2CC2)C1	0.68
O=C(C1CCC1)N1CC(=O)N2[C@@H](CO)[C@@H](c3ccc(-c4ccccc4F)cc3)[C@@H]2C1	-5.57*
O=C(Nc1ccccc1)N1CCCCN2[C@H](CO)[C@@H](c3ccc(-c4ccccc4F)cc3)[C@H]2C1	0.268
O=C(c1ccccn1)N1CC(=O)N2[C@H](C1)[C@@H](c1ccc(C#CCc3ccccc3)cc1)[C@@H]2CO	0.383

An excerpt from above in order of molar mass, ascending:
SMILES	IDE exosite FP
COCC#Cc1ccc([C@H]2[C@H]3CN(C(=O)C4CC4)CC(=O)N3[C@H]2CO)cc1	0.414
N#C[C@@H]1[C@@H](c2ccc(-c3cncnc3)cc2)[C@H](CO)N1C(=O)C1CCOCC1	3.73
CCC(=O)N1CC(=O)N2[C@H](CO)[C@@H](c3ccc(C#Cc4cccnc4)cc3)[C@H]2C1	-0.414
O=C(C1CCC1)N1CC(=O)N2[C@@H](CO)[C@@H](c3ccc(-c4ccccc4F)cc3)[C@@H]2C1	-5.57*
OC[C@H]1[C@H](c2ccc(C#Cc3ccccc3)cc2)[C@H]2CN(Cc3cncnc3)CCCCN21	-7.77*
Cc1ccc(-c2ccc([C@H]3[C@H](CO)N4C(=O)CN(C(=O)Nc5cccc(F)c5)C[C@@H]34)cc2)cc1	2.37
COc1ccc2c3c(n(C)c2c1)[C@@H](CO)N(Cc1cc(F)ccc1F)CC31CN(C(=O)C2CC2)C1	0.68
O=S(=O)(Cc1ccccc1)N1CCCCN2[C@H](CO)[C@H](c3ccc(-c4ccc(F)cc4)cc3)[C@@H]2C1	2.4
CO[C@@H]1CN(C)C(=O)c2cc(NS(=O)(=O)c3cccc(Cl)c3)ccc2OC[C@@H](C)NC[C@@H]1C	-0.0121
C[C@@H](NC(=O)C[C@H]1CC[C@H]2[C@H](COc3ccc(NC(=O)C4CCOCC4)cc3C(=O)N2C)O1)c1ccccc1	-1.07
Cc1noc(C)c1S(=O)(=O)N(C)C[C@H]1OCCCC[C@@H](C)Oc2ccc(NC(=O)CCC(F)(F)F)cc2C(=O)N([C@H](C)CO)C[C@@H]1C	-1.07

Following part.
SMILES	IDE exosite FP
CO[C@H]1CN(C)C(=O)c2cc(NC(=O)Nc3ccccc3F)ccc2OC[C@H](C)N(CCC(F)(F)F)C[C@@H]1C	0.177
CN1C(=O)c2cc(NC(=O)c3cscn3)ccc2OC[C@@H]2O[C@H](CC(=O)N3CCOCC3)CC[C@H]21	-0.591
CC(C)NC(=O)Nc1ccc2c(c1)C(=O)N([C@H](C)CO)C[C@H](C)[C@H](CN(C)C(=O)C1CCCCC1)OCCCC[C@@H](C)O2	0.0616
Cc1ccc(S(=O)(=O)N2C[C@@H](O)COC[C@H]3O[C@@H](CC(=O)NCc4ccc5c(c4)OCO5)CC[C@@H]32)cc1	0.968
O=C(C[C@@H]1CC[C@@H]2[C@H](COC[C@@H](O)CN2C(=O)Nc2ccc(Cl)cc2)O1)NCC1CCCCC1	-1.13
O=C(C1CCC1)N1CC(=O)N2[C@H](CO)[C@H](c3ccc(-c4ccccc4F)cc3)[C@@H]2C1	-3.17*
Cc1noc(C)c1NC(=O)Nc1ccc2c(c1)C(=O)N(C)[C@H]1CC[C@@H](CC(=O)N[C@@H]3CCN(Cc4ccccc4)C3)O[C@@H]1CO2	0.209
COc1ccc(CN(C)C[C@H]2OCc3cnnn3CCCC(=O)N([C@@H](C)CO)C[C@@H]2C)cc1	-1.3
CCCNC(=O)N1CC(=O)N2[C@@H](CO)[C@H](c3ccc(C#Cc4cccc(F)c4)cc3)[C@@H]2C1	-9.19*
CC(=O)N1CC(=O)N2[C@@H](CO)[C@@H](c3ccc(-c4ccc(C#N)cc4)cc3)[C@@H]2C1	4.57
N#C[C@@H]1[C@@H](c2ccc(-c3ccncc3)cc2)[C@@H](CO)N1C(=O)C1CCCC1	1.29
C[C@H](CO)N1C[C@H](C)[C@@H](CN(C)C(=O)c2ccccc2)Oc2ncc(C#Cc3ccccc3)cc2C1=O	-2.16
CO[C@@H]1CN(C)C(=O)c2cc(NS(C)(=O)=O)ccc2OC[C@@H](C)N(C(=O)C2CCOCC2)C[C@H]1C	-0.115
O=C(C[C@H]1C[C@H]2c3cc(NS(=O)(=O)c4ccc(F)cc4)ccc3O[C@H]2[C@H](CO)O1)N1CCc2ccccc2C1	0.211
C[C@@H](O)C#Cc1ccc([C@@H]2[C@@H](CO)N3CCCCN(CC4CCOCC4)C[C@H]23)cc1	4.68
O=C(c1ccc(F)cc1)N1CC(=O)N2[C@H](CO)[C@H](c3ccc(C#CC4CCCCC4)cc3)[C@H]2C1	3.48
CN(C[C@@H]1N[C@@H](CO)[C@@H]1c1ccc(-c2cccc(F)c2)cc1)S(C)(=O)=O	5.57
CN1[C@H](CO)[C@H]2c3ccccc3N(C(=O)Nc3cc(F)ccc3F)C[C@H]21	1.51
O=C(C1CCC1)N1CC(=O)N2[C@H](CO)[C@H](c3ccc(C#Cc4cccc(F)c4)cc3)[C@H]2C1	-10.3*
COC(=O)[C@H]1N[C@H]2c3ccc(C4=CCCCC4)c(=O)n3C[C@H]2[C@@H]1CO	0.672
CC(C)C#Cc1ccc([C@@H]2[C@H](CO)N3C(=O)CN(S(=O)(=O)c4ccccc4)C[C@@H]23)cc1	-0.754
CCCC#Cc1ccc([C@H]2[C@H]3CN(C(=O)Nc4ccccc4)CC(=O)N3[C@H]2CO)cc1	0.809
O=C(c1ccccn1)N1CC(=O)N2[C@@H](CO)[C@@H](c3ccc(C#Cc4ccccc4)cc3)[C@@H]2C1	-19.9*
CS(=O)(=O)N1[C@@H]2Cn3c(cccc3=O)[C@H]1[C@@H](C(=O)NCc1ccc(F)cc1)[C@@H]2CO	0.533
COc1ccc2c3c([nH]c2c1)[C@@H](CO)N(S(=O)(=O)c1ccc(C)cc1)CC31CN(Cc2ccccc2)C1	-0.0446
Cc1ccccc1S(=O)(=O)N1CC(=O)N2[C@H](CO)[C@@H](c3ccc(C#Cc4ccccc4)cc3)[C@@H]2C1	0.0775
O=C(Cc1ccncc1)N1C[C@@H]2N[C@H](C1)C2c1ccc(-c2ccc(F)cc2)cc1 (some centres not stated)	-0.27
CCCNC(=O)N1[C@H](CO)[C@@H]2c3ccccc3N(C(=O)Nc3cccc(Cl)c3)C[C@@H]21	1.49

The list is partial; the hit share may differ from the screen's.
